Assay outcomes as filed in PubChem BioAssay.
mcGAS RapidFire: mouse cGAS inhibition by mass spec | AID 1259397 | 0.18% of 130,000 active | recombinant mouse cGAS, cGAMP by RapidFire MS | Q8C6L5 | inhibition, % at 12.5 µM;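 active means inhibition of cGAS enzyme activity at or above 60%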;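 further: enzyme stimulated by 45 bp dsDNA with ATP and GTP substrates; cGAMP share of summed cGAMP plus half ATP and half GTP signals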
Target sequence (Q8C6L5 whole entry, looked up): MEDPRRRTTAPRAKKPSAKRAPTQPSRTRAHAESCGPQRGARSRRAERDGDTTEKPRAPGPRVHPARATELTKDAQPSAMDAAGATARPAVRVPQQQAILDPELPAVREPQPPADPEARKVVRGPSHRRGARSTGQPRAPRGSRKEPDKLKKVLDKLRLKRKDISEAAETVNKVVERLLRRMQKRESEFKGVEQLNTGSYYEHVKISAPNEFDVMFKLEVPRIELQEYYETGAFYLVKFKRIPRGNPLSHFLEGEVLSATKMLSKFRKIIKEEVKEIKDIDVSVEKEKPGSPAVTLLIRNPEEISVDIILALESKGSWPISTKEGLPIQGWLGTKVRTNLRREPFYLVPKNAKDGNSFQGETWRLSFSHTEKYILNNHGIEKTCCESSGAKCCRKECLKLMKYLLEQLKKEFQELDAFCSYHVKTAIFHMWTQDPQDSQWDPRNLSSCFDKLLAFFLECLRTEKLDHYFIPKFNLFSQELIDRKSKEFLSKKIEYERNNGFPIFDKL
Active calls of the source: *; & = joins results of further samples.

mcGAS RapidFire	structure
0	CCSc1nnc(NC(=O)CSc2nnc(NC(=O)c3cccc(C(F)(F)F)c3)s2)s1
-54	O=C(Nc1cc(OCC(F)(F)C(F)F)cc(Oc2ccccc2)c1)c1nn2cccnc2c1Cl
-9	Cc1nn(CC(=O)Nc2c(Cl)cncc2Cl)c(C)c1Cl
-10	CC1(C)OC(=O)CC1C(=O)N1CCC2(CC1)Nc1ccccc1S(=O)(=O)N2 (stereo unspecified)
0	COC(=O)c1ccc(NN=Nc2ccccc2C#N)cc1
-11	CCOC(=O)C1CCN(C(c2cccc(F)c2)c2c(O)cc(C)n(CCOC)c2=O)CC1 (stereo unspecified)
-1	N#CC(=Cc1cc2ccccc2o1)S(=O)(=O)c1ccc(Br)cc1
16	CC1CCC2(CC1)NC(=O)N(Nc1ncnc3sccc13)C2=O (stereo unspecified)
-8	O=C1CC(COCc2ccccc2)c2cnn(Cc3cccc(F)c3)c2N1 (stereo unspecified)
-40	COc1cccc(C2CCCN2c2nccc(-c3cn(C)nc3C)n2)c1 (stereo unspecified)
-1	O=C(Nc1nc(-c2ccco2)cs1)c1c[nH]c(C(=O)N2CCCC2)c1
-2	O=C(CN1C(=O)NC2(CCOc3ccccc32)C1=O)N1CCCCCCC1 (stereo unspecified)
-9	O=[N+]([O-])c1cc(-c2nnc(C34CC5CC(CC(C5)C3)C4)o2)cc([N+](=O)[O-])c1
-6	Cc1ccc(OCC(=O)NNC(=O)c2cccc(C)c2)cc1
-7	CC(C)NC(=O)C1=COC2=NC(=O)NCCN12

Brought forward from above: 5 compounds, followed by the next part.
mcGAS RapidFire	structure
-1	O=C(Nc1nc(-c2ccco2)cs1)c1c[nH]c(C(=O)N2CCCC2)c1
-2	O=C(CN1C(=O)NC2(CCOc3ccccc32)C1=O)N1CCCCCCC1 (stereo unspecified)
-9	O=[N+]([O-])c1cc(-c2nnc(C34CC5CC(CC(C5)C3)C4)o2)cc([N+](=O)[O-])c1
-6	Cc1ccc(OCC(=O)NNC(=O)c2cccc(C)c2)cc1
-7	CC(C)NC(=O)C1=COC2=NC(=O)NCCN12
-8	Cc1c(-c2ccccc2)oc2c(C(=O)N3CCOC(C)C3)cccc2c1=O (stereo unspecified)
-7	CC(C)OCCn1ccnc1-c1ccc(Cl)s1
6	Cc1ccsc1[C@@H]1CCN(C(=O)c2cc3cccnc3nc2C)C[C@H]1O
-5	C(=NCc1ccccc1)c1cn(-c2ccccc2)nn1
-17	CCN(Cc1noc(CC(C)C)n1)C(=O)c1nn(C)c2ccccc12
-9	CC(C)(C)C(C(=O)N1CCC(C(=O)NCC#N)(c2ccccc2)CC1)n1cccc1 (stereo unspecified)
6	O=S(=O)(c1ccc(Cl)s1)N1CCN(c2ccc(F)cc2)CC1
-3	O=C(C1CC1c1cccc(Br)c1)N1CCc2c(CN3CCCC3)cccc21 (stereo unspecified)
-8	O=[N+]([O-])c1cnn(-c2nc(-c3ccccc3)cc(C(F)(F)F)n2)c1
-17	CS(=O)(=O)c1cccc(Oc2cc(Cl)nc(N)n2)c1
5	CCOCCCN(c1ccc(C#N)cc1)S(C)(=O)=O
-10	CCCn1c(=O)c2sc(N3CCCCC3)nc2n(CC(=O)Nc2ccc(F)cc2F)c1=O
-4	COc1cn(-c2ccccc2)nc1C(=O)OC1CCCCNC1=O (stereo unspecified)
-12	NC(=O)Cn1nc(-c2cccc3ccccc23)ccc1=O
-4	CC1(C)ON=C(c2ccc3c(c2)OCO3)N(Cc2ccc(F)cc2)C1=O
-9	Cc1cc(C2=NNC(=NCC3CCCO3)SC2)c(C)n1-c1ccc(F)cc1 (stereo unspecified)
-14	C=CC[C@@H]1Cc2ccccc2[C@@H](C)N1
-10	CCn1cnnc1CCNC(=O)c1oc2cc(C)ccc2c1C
-2	COc1ccc(NC(=O)c2ccc(Br)o2)cn1
-17	Cc1cc(C(=O)NCC2CCCCC2)c2nc3n(c2n1)CCCCC3
99*	CCOc1cc(-c2[nH]c(=S)[nH]c(=O)c2C#N)ccc1O
0	COc1ccc(-c2ccccc2)cc1NCC1CC=CCC1 (stereo unspecified)
-7	COc1cccc(N2C[C@@H]3C[C@@H](c4cccs4)N4CCC[C@@]34C2=O)c1
-6	COC(=O)CCN(C(=O)Cc1cccc(C)c1)C(C)C
0	S=c1[nH]cc(-c2ccc(Br)cc2)[nH]1
-13	Cc1cc(-c2nccn2-c2ccc(CO)cc2)cc(C)c1O
-12	CCc1nc(SCC(=O)N2CCCC(Cc3ccc(F)cc3)C2)n[nH]1 (stereo unspecified)
-48	Cc1ccc(Cn2nccc2NC(=O)c2cccnc2SC(F)F)o1
-20	CC(=O)c1cccc(-n2c(CCc3ccccc3)n[nH]c2=O)c1
-7	CCN(CC)C(=O)c1ccc(Nc2nnc(-c3ccc(C)c(S(N)(=O)=O)c3)c3ccccc23)cc1

In a second layout: four of the compounds above.
| SMILES | mcGAS RapidFire |
| --- | --- |
| Cc1cc(C(=O)NCC2CCCCC2)c2nc3n(c2n1)CCCCC3 | -17 |
| CCOc1cc(-c2[nH]c(=S)[nH]c(=O)c2C#N)ccc1O | 99* |
| COc1ccc(-c2ccccc2)cc1NCC1CC=CCC1 (stereo unspecified) | 0 |
| COc1cccc(N2C[C@@H]3C[C@@H](c4cccs4)N4CCC[C@@]34C2=O)c1 | -7 |

The results go on.
mcGAS RapidFire	structure
3	CC(=O)c1ccc(OCC(=O)N2CCSC2=NCc2ccccc2)cc1
-4	COc1cc(C(C)=O)ccc1OCCOCCN1CCN(Cc2ccccc2)CC1
-6	CC1(C(=O)NC2CCc3cc(Cl)ccc32)CCCO1 (stereo unspecified)
-5	CN1CCC(Cn2ccnc2-c2ccccn2)(c2ccccc2)CC1
-54	COc1c(C)cc(-c2ccc(C)nn2)cc1C
-22	CCc1nnc(CN(CC)C(=O)c2ccc3cccc(Cl)c3n2)o1
-50	CC(C)(C)OC(=O)N1CCC2(CC1)C1CN(C(=O)OC(C)(C)C)CC=C1C(C#N)C(=N)C2(C#N)C#N (stereo unspecified)
-33	CC(Nc1ccc(CCN2CCSCC2)cc1)C(=O)N1CCNC1=O (stereo unspecified)
0	CCSc1ncccc1C(=O)N[C@H]1CCCCNC1=O
-6	O=C(NC1CCCc2c1cnn2-c1ccccc1F)C1=CCCC1 (stereo unspecified)
2	N#Cc1cccnc1N1CCN(CC(=O)Nc2ccccc2Cl)CC1
-16	COCCCN(C(=O)Nc1ccc(C)c(C)c1)C1CCN(C)CC1
-13	Cc1ccccc1-c1noc(CN2CCCN(c3ccncc3C)CC2)n1
9	COc1cc(CNC(=O)COCc2nc3ccccc3c(=O)[nH]2)ccn1
6	C=CCn1c(CN(Cc2ccccc2)Cc2ccccc2)nc2c1c(=O)n(C)c(=O)n2C
-2	COCC(C)NC(=O)COC(=O)c1cc2c(s1)CCSC2 (stereo unspecified)
0	Cc1nn(Cc2ccccc2)c(Cl)c1CNC1(CO)CCOCC1
-39	O=C1S/C(=C/C=C/c2ccccc2)C(=O)N1c1ccccc1
-3	Cc1cc(CNc2ccc3nc(C4CC4)sc3c2)no1
1	O=C1Nc2ccccc2C12OCC1(CO2)CC2C=CC1C2 (stereo unspecified)
-10	CCn1ccnc1CNC(=O)c1cc(OC)ccc1OC1CCN(C(=O)C2CC2)CC1
-12	CC(Sc1ncnc2sccc12)C(N)=O (stereo unspecified)
-3	Cc1nc(NCCNC(=O)Nc2cccc(C(F)(F)F)c2)cc(N2CCOCC2)n1
-11	COc1cc(C2CC(c3ccccc3)=Nc3ncnn32)cc(OC)c1OC (stereo unspecified)
-6	c1ccc(C(c2ccccc2)c2n[nH]c3c2CN(Cc2ccncc2)CC3)cc1
-8	CCC(C)(C)C(=O)N1CCC(CO)(CCOc2ccccc2)CC1
0	O=C(Nc1nnc(C2CCCCC2)s1)N1CC(O)C(N2CCCC2)C1 (stereo unspecified)
3	CCc1cccc(C)c1NC(=O)c1c(-c2ccccc2Cl)noc1C
-8	COc1cccc2ccc(-c3nccn3CCN(C)C)nc12
-14	CC(=O)N1CC(C(=O)NCC(=O)Nc2ccc(Br)cc2C)Oc2ccccc21 (stereo unspecified)
-9	CCN(C)CCNC(=O)c1nnn(-c2ccc(Cl)cc2F)c1C
-6	Cn1ncc([N+](=O)[O-])c1C(=O)Nc1ccc(C2CCCCC2)cc1
-9	CCCCCCCCCCCCC/C=C/[C@@H](O)[C@H](CO)NC(C)=O
-18	Cc1ccc(Nc2nc(NCCN3CCOCC3)nc3nccnc23)c(C)c1
-3	C=Cc1ccc(Cn2c(C)c(C(=O)NCCC#N)sc2=O)cc1
-9	Cc1cn(CCn2cnc(-c3ccccc3)c2-c2cnn3cccnc23)nn1
-6	O=C1COc2ccc(C3=Nn4c(nnc4-c4cccnc4)SC3)cc2N1
-7	CCOC(=O)c1cc2c(-c3ccccc3)[nH]nc2n(C)c1=O
-9	CC(C)NC(=O)c1csc(N2CCNC2=O)n1
-15	CC1CN(c2ncnc3c(Br)cccc23)CC(C)O1 (stereo unspecified)
-10	Cn1cc(Br)c(=O)[nH]c1=O
-2	Cc1cccc(-c2ccc(NC(=O)C3CCN(C(=O)CC4CCCC4)CC3)cc2)c1
-15	Cc1ccc(N2CC(CNC(=O)CC(C)C)OC2=O)cc1 (stereo unspecified)
-5	NC(=O)Nc1ccc2c(c1)OCCO2
-1	O=C(Nc1ccccc1)OCC(CN1CCCCC1)OC(=O)Nc1ccccc1 (stereo unspecified)
-4	O=C(c1scc2c1CCCC2)N1CCCC(O)(CO)C1 (stereo unspecified)
-6	Cc1c(Br)c2ccccc2n1CC(=O)NCC1CN2CCCC2CO1 (stereo unspecified)
17	Cc1cccn2cc(C(=O)O)nc12
-12	O=c1c2c3n(c4cc(Cl)c([N+](=O)[O-])cc4c-2nn1-c1ccccc1)CCC3
-11	CCc1nc(C)c(C(=O)N(C)Cc2cnn(-c3ccc(F)cc3)c2)o1
0	COc1ccc(-c2nn(CCC(=O)O)cc2/C=C/C(=O)O)cc1OC
-7&6	Cn1cc(CN2CCOCC2)c(-c2ccc3c(c2)OCCO3)n1
-18	O=C(Nc1cc(Cl)cc(Cl)c1)C1CCCN1C(=O)c1cccnc1 (stereo unspecified)
-4	Cn1ccc(C(=O)NC2(c3ccc(Cl)cc3)CCC2)cc1=O
-7	COc1ccc(C)cc1S(=O)(=O)N1CCCC(c2nnc(COc3ccccc3)o2)C1 (stereo unspecified)
-7	Cc1ccc(Cl)cc1Nc1ncccc1C(=O)N[C@@H](Cc1c[nH]c2ccccc12)C(N)=O
-3	CC(=O)N1CCC(C(=O)N2CCC3(CCCCC3)C2)CC1
-4&1	CCOc1ccc(CN(C)Cn2[nH]c(-c3cccs3)nc2=S)cc1
-9	Cc1cc(C(=O)C(C#N)c2ncc(C(F)(F)F)cc2Cl)c(C)n1-c1cccnc1 (stereo unspecified)
7	O=C(c1cc(Cn2ccc3ccccc32)[nH]n1)N1CCCCO1

(listing goes on)
mcGAS RapidFire	structure
-15	Cn1c(=O)[nH]cc(CC(=O)N2CCCC(Nc3ccc(F)c(F)c3)C2)c1=O (stereo unspecified)
-31	CN(C(=O)c1ccccc1)c1nccnc1C#N
6	CS(=O)(=O)NCC(=O)NC1CC(=O)N(CCc2ccc(F)cc2)C1 (stereo unspecified)
-4	O=C(CCc1ncc(-c2ccc(Cl)cc2Cl)o1)N1CCN(S(=O)(=O)c2ccccc2)CC1
3	Cc1cc(Nc2ccc3c(n2)C(=O)N([C@H](C)C(=O)NCc2ccccc2)C3)n(C)n1
-10	COc1ccc(Cl)c2sc(N(Cc3cccnc3)C(=O)c3cccc(F)c3)nc12
-12	O=C(Cc1c[nH]c(=O)[nH]c1=O)N1CCC1c1ccc(F)cc1 (stereo unspecified)
-3	Cc1sc2nc3n(c(=O)c2c1C)CC/C3=C\c1ccsc1
-3	COC(=O)CCCNc1nncc(-c2c(OC)cccc2OC)n1
-3	O=C(NCCn1cc(SCC(=O)N2CCOCC2)c2ccccc21)c1cccc(C(F)(F)F)c1
8	OCCN1CCN(Cc2nc(Cc3cccc(C(F)(F)F)c3)no2)CC1
-2	CC(C)c1ccccc1NC(=O)c1cc(=O)c(OCc2ccccc2)c[nH]1
-9	O=C(Nc1ccc(-n2cccc2)cc1)C1=COC2=NC(=O)N(Cc3ccccc3)CCN12
-7	CCOc1ccccc1CN(CC)C(=O)c1cc(=O)[nH]c2ccc(F)cc12
-12	CCCNC(=O)C1(C)CCN1C(=O)c1sccc1C (stereo unspecified)

Sorted by molecular weight (smallest number first): some entries from above
mcGAS RapidFire	structure
-31	CN(C(=O)c1ccccc1)c1nccnc1C#N
-12	CCCNC(=O)C1(C)CCN1C(=O)c1sccc1C (stereo unspecified)
-3	Cc1sc2nc3n(c(=O)c2c1C)CC/C3=C\c1ccsc1
-3	COC(=O)CCCNc1nncc(-c2c(OC)cccc2OC)n1
-2	CC(C)c1ccccc1NC(=O)c1cc(=O)c(OCc2ccccc2)c[nH]1
8	OCCN1CCN(Cc2nc(Cc3cccc(C(F)(F)F)c3)no2)CC1
-3	O=C(NCCn1cc(SCC(=O)N2CCOCC2)c2ccccc21)c1cccc(C(F)(F)F)c1

New compounds follow.
mcGAS RapidFire	structure
-2	COc1ccc(C2CCCN2CC(=O)N(C)Cc2ccccc2Br)cc1 (stereo unspecified)
-4	O=C(NCC(=O)N1CCN(c2ccccc2F)CC1)c1ccco1
-10	COc1ccc(-c2c(C)oc3c(C)c(O)ccc3c2=O)cc1
-7	CCOC(=O)C1(CCCc2ccccc2)CCN(C(=O)c2cnn(CC)c2)CC1
-8	Cc1ccc(NS(=O)(=O)c2cc3c4c(cccc4c2)C(=O)NC3=O)cc1C
-3	Cc1cc(C)c(-c2csc(NC(=O)C(C)S(C)(=O)=O)n2)cc1C (stereo unspecified)
1	Cc1cc2nc3ccc(=[N+](C)C)cc-3sc2cc1N
-5	COc1cccc(OCCCCOc2ccc3ccccc3c2)c1
-4	CC1ON=C(c2ccccn2)N(CCOc2ccc(F)cc2)C1=O (stereo unspecified)
-8	COC(=O)C1CCN(C(c2cccc(F)c2)C2Sc3nc(C)nn3C2=O)CC1 (stereo unspecified)
-3	NC(=O)c1ccsc1NC(=O)CSc1ncc(-c2ccccc2)n1C1CC1
-6	COc1ccc(Cn2nccc2N)c(OC)c1
0	Cc1cc(C(=O)NNC(=O)c2ccccc2Br)c(C)n1C1CC1
97*	CCCOC1CCCN(c2cc(CCN)nc(C)n2)C1 (stereo unspecified)
2	Cn1c(=O)[nH]c(=O)c2ccc(C(=O)O)nc21

An excerpt; the hit share may differ from the screen's.
